# HIF-2a inh: HIF-2a reporter inhibitors, primary screen, luminescence, 786-0 RCC cells; 786-0 RCC cells HIF-2a reporter, luciferase luminescence, overnight; 0.72% of 360,000 active; AID 624352, 2012; inhibition, % at 18.8 µM;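 active = inhibition of the luminescence signal of 40% or more relative to plate controls, in a single-dose primary screen at 18.75 µM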
# aDG glyco act: activators of alpha-DG glycosylation, primary screen, uHTS, Pro5-aDG cells, AlphaScreen; alpha-DG glycosylation AlphaScreen (IIH6); 0% Pro5, 100% B10-LARGE cell signal; activation, % at 10 µM; 0.22% of 360,000 active; AID 624168, 2012;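 active = activation of at least 8% versus controls, or a plate z-score of at least 8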;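 also: Pro5 are CHO cells carrying HIG-tagged alpha-DG that lacks glycosylation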
# CF NFkB inh: inhibitors of PAF-induced NF-kB signaling, primary screen, cell-based, GFP fluorescence, uHTS | inhibition, % at 5 µM | AID 588850, 2011 | 0.86% of 360,000 active | KKLEB NF-kB-GFP reporter, GFP fluorescence overnight;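 active = at least 50% inhibition at 5 µM, scaled per plate between neutral and stimulator controls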;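 also: PAF is a Pseudomonas aeruginosa culture filtrate used as stimulus; plate controls were PAF-stimulated DMSO wells for no effect and unstimulated DMSO wells for full effect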
# Peg3 prom inh: Peg3 promoter-driven luciferase inhibitors, primary screen, cell-based, HeLa, luciferase luminescence | HeLa PEG-Prom luciferase reporter, overnight | inhibition, % at 20 µM | 1.7% of 360,000 active | AID 588405, 2011;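 active = inhibition of at least 50% at 20 µM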
# NR2E3 ag-1: NR2E3 agonists in two-hybrid cells, primary screen, cell-based, luminescence, CHO-S, Gal4-NCOR/VP16-NR2E3. Photoreceptor-specific nuclear receptor (Homo sapiens), Q9Y5X4. luciferase. 0.35% of 360,000 active. AID 602229, 2012. inhibition of corepressor binding, % at 3.98 µM;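 active = inhibition above the mean of all tested compounds plus 3 SD, cut at about 70% in these data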;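 also: 0% = DMSO with NR2E3 transfected cells and 100% = cells lacking NR2E3 construct; higher means lower luciferase signal from less NR2E3 corepressor binding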
# Target sequence (Q9Y5X4 whole entry, looked up, the tested form may be a part): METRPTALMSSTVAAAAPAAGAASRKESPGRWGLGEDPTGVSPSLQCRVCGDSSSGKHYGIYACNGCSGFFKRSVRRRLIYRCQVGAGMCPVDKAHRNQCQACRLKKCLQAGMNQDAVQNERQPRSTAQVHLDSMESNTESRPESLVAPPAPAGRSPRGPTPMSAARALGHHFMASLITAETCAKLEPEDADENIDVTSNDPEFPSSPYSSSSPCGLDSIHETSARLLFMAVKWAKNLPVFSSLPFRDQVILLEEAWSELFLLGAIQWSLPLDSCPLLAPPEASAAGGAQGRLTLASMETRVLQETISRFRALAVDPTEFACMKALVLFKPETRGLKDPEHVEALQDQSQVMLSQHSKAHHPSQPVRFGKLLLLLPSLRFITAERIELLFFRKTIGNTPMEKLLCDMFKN
# TRPM1 prom inh: inhibitors of MITF-dependent TRPM1 promoter reporter, primary screen, cell-based, SK-MEL-5, single point, luciferase; SK-MEL-5 TRPM1 promoter luciferase, 24 h; inhibition, % at 12.5 µM; 0.83% of 330,000 active; AID 488899, 2010;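 active = mean inhibition across replicates of 60% or more, whatever share of single replicates reaches that level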; also: values of inactives mirror those of a sister screen read the other way
# KKLEB tox: cytotoxicity in KKLEB CF airway cells, primary screen, cytotoxicity control for CF NF-kB inhibitor project, cell-based, uHTS, fluorescence assay plates; KKLEB CF airway cells viability, ATPlite luminescence, overnight; active compounds read low; cells stimulated with P. aeruginosa culture filtrate; activity change (cytotoxicity), % at 5 µM; 0.36% of 360,000 active; AID 602141, 2011;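 active = corrected activity change at or below -50% at 5 µM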
# NR2E3 ag-2: inhibitors of NR2E3-RetCOR corepressor binding, primary screen, NR2E3 agonist project, biochemical, TR-FRET, GST-NR2E3, biotin-RetCOR; 0.12% of 320,000 active; inhibition of corepressor binding, % at 4.78 µM; 1536-well; AID 2300, 2010; Photoreceptor-specific nuclear receptor (Homo sapiens), Q9Y5X4;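 active = percent inhibition above the cutoff of mean plus 3 SD of all tested compounds, set per screening campaign, cut at about 20% in these data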;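 also: 0% = DMSO wells and 100% = biotin wells as full block of FRET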
#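 Material: NR2E3–RetCOR corepressor complex | Quantity: 1.35 nM GST-tagged NR2E3 final | Schedule: 5 h at 4 °C | Replication: Singlicate compound wells | Reagent: RetCOR corepressor, biotinylated, 7 nM | Controls: Biotin wells as high control, 0.6% DMSO wells as low control | Signal: TR-FRET, Eu(K)-anti-GST donor, streptavidin-D2 acceptor, ex 340, em 617/671 nm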
# TWEAK Fn14 block: inhibitors of TWEAK-Fn14 signaling, primary screen, luciferase reporter cells, uHTS; AID 1159606, 2016; 2% of 360,000 active; TWEAK-stimulated Fn14 reporter cells, luciferase luminescence, 8 h; inhibition, % at 10 µM; in the data active = inhibition above about 50%
# iPSC survival up: enhancers of single-cell hiPSC survival, primary screen, ATPlite luminescence; 100% = ROCK inhibitor wells, 0% = DMSO; survival enhancement, % at 20 µM; 0.044% of 360,000 active; AID 602274, 2012; in the data active = survival enhancement above about 18%;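 also: cells exposed to compounds for 16 hours before the ATP read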
# Shn3 inh set2: reduction of Shn3 3'UTR firefly luciferase signal, primary screen, Schnurri-3 inhibitor project, cell-based, Clone20 osteoblasts, set 2; Clone20 osteoblast Shn3 3'UTR firefly luciferase, 24 h; inhibition, % at 12.5 µM; 0.52% of 360,000 active;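 active = mean inhibition of at least 75% with every replicate also reaching 75%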;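 also: 0% = median of neutral control wells and 100% = pilot-screen positive control compound; some compounds past the cut are filed as inactive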
# Numbers without * were called inactive; . = no result given.
Molecule	HIF-2a inh	aDG glyco act	CF NFkB inh	Peg3 prom inh	NR2E3 ag-1	TRPM1 prom inh	KKLEB tox	NR2E3 ag-2	TWEAK Fn14 block	iPSC survival up	Shn3 inh set2
O=C(NNc1cccc(Cl)n1)c1cccnc1Cl	12	0.1	-13	-7	-5	3	5	0	1	-2.5	-5
COCCn1c(-c2ccc(Br)cc2)csc1=Nc1cccnc1	-1	0.4	-8	4	-2	-4	-28	-1	0	0.4	24
O=c1c(N2CCOCC2)c(N2CCOCC2)c1=O	9	-0.1	-13	-1	2	10	1	2	-5	-0.3	-3
CCOC(=O)c1nn(-c2ccc(Cl)cc2C)ccc1=O	13	-0.1	-1	13	-4	1	7	2	0	-0.7	-11
COc1ccc2cc(C(=O)O)n(CC(=O)c3ccccc3)c2c1	5	0.1	-2	-9	-24	19	14	0	-4	0.6	4
CCCc1cc(C(=O)OC)c(NC(=O)c2cc(C)on2)s1	16	0.2	3	-11	-16	-2	-10	3	2	-1.0	2
Cc1nc2nc(SCC(=O)NCCCN3CCCCCC3)nn2c(C)c1Cc1ccccc1	20	-0.2	-7	6	-26	4	9	-5	-1	1.0	-3
CCOC(=O)CC(=O)CSc1nc2ccccc2c(=O)n1-c1ccc(C(=O)N2CCOCC2)cc1	17	-0.3	6	3	-4	2	8	4	6	-1.9	13
COCCNC(=O)C(c1ccc(C)o1)N(C(=O)c1snc(C(N)=O)c1N)c1cc(C)cc(C)c1 (stereo not drawn)	-5	-0.1	0	4	-1	6	20	2	30	-1.4	19
c1ccc(C2=Nn3c(nnc3-c3ccccn3)SC2)cc1	15	0.1	8	10	15	0	-2	1	12	3.4	16
COCC(C)NCc1ccc(C)cc1C (stereo not drawn)	7	0.0	-4	-3	-15	0	11	-1	2	-0.7	-11
COC(=O)C1C(=O)c2c([nH]c(C(=O)OCC3CCCO3)c2C)CC1C (stereo not drawn)	-253	0.3	-19	-170	-122	-83	17	6	-11	-1.8	-47
CC1CCCN(S(=O)(=O)c2cc(C(=O)NCCc3ccc(S(N)(=O)=O)cc3)ccc2Cl)C1 (stereo not drawn)	18	-0.3	16	20	7	20	-19	.	33	0.6	32
O=C(c1cc([N+](=O)[O-])ccc1Cl)N1CCN(Cc2ccccc2)CC1	20	0.0	13	1	-12	-7	-10	0	3	-0.1	15
O=C(NCc1ccc(F)cc1)C(C(=O)NCc1ccc(F)cc1)c1ncc(C(F)(F)F)cc1Cl	16	0.1	6	15	7	-5	-7	-2	17	0.4	-18
COC(=O)C1Cc2c([nH]c3ccccc23)C2CCC(=O)N12 (stereo not drawn)	-4	0.2	4	1	-3	.	-9	.	0	1.3	-5
O=C(Cn1c(=O)oc2ccccc21)Nc1nc(-c2ccccc2)cs1	-16	0.0	-14	-19	-12	-2	16	0	18	-1.6	10
COc1ccccc1CNS(=O)(=O)c1csc(C(N)=O)c1	5	-0.1	-4	-2	0	5	10	0	3	-0.4	25
COC(=O)Cc1c(C)c2ccc(OCC(=O)NCc3ccc4c(c3)OCO4)cc2oc1=O	6	-0.1	4	1	11	5	-12	0	-1	-1.7	5
COc1ccc(Br)cc1/C=N/N1CCN(Cc2ccccc2)CC1	-16	-0.2	11	-3	-33	-15	-6	-1	-10	-0.4	.

# Some entries already given with just NR2E3 ag-1:
mol | NR2E3 ag-1
O=c1c(N2CCOCC2)c(N2CCOCC2)c1=O | 2
CCOC(=O)c1nn(-c2ccc(Cl)cc2C)ccc1=O | -4

# The list continues.
Molecule	HIF-2a inh	aDG glyco act	CF NFkB inh	Peg3 prom inh	NR2E3 ag-1	TRPM1 prom inh	KKLEB tox	NR2E3 ag-2	TWEAK Fn14 block	iPSC survival up	Shn3 inh set2
Cc1[nH]c2ccccc2c1/C=N/NC(=O)c1cccc(S(=O)(=O)Nc2cccc(C(F)(F)F)c2)c1	32	0.1	-15	17	12	30	3	7	9	-1.4	-15
O=C(NN1C(=O)NC2(CCCCC2)C1=O)c1cc2ccccc2o1	7	0.3	10	0	-9	-2	12	0	-3	-0.2	7
COc1cccc(CNC(=O)C2CCN(S(=O)(=O)c3ccccc3)CC2)c1	10	0.0	5	5	11	7	1	-3	7	0.5	-3
CCN(CC(=O)Nc1ccccc1OC)CC(=O)Nc1c(Cl)ccc(C)c1Cl	17	-0.4	-3	31	14	-12	0	0	1	0.5	39
CN(C)c1ccc(C=NNc2ccccn2)c(Cl)c1	-217	-0.3	-2	-211	-65	-71	-13	.	-34	-0.4	-8
Cc1cc(/C=C2\C(=N)N3N=C(CC(=O)N4CCOCC4)SC3=NC2=O)c(C)n1Cc1ccccc1	20	-0.1	6	18	-2	.	3	2	6	0.5	3
CCc1ccccc1NC(=O)c1cccs1	14	0.0	0	1	17	5	-16	2	14	-2.5	-14
COC(=O)Cn1c(N2CCCC2)nc2c1c(=O)n(C)c(=O)n2C	13	0.0	-18	12	-13	0	6	7	-7	-0.8	-3
CC(NC(=O)Cc1ccccc1)C(c1ccccc1)N1CCOCC1 (stereo not drawn)	9	0.1	20	11	14	7	-1	4	5	-1.0	18
Cc1ccc(Cl)cc1N1CCN(S(=O)(=O)c2cn(C)cn2)CC1	7	0.2	8	-2	0	-15	-5	3	-2	0.2	-1
CCc1nnc(NC(=O)c2ccc(OC)c(S(=O)(=O)N3CCCC3)c2)s1	2	-0.2	8	24	2	0	8	1	20	-0.2	5
C=CCC(C)(NCc1ccccc1)c1ccc(C)cc1 (stereo not drawn)	9	0.0	9	-7	-25	11	-20	-4	2	-0.9	14
C[C@@]12C(=O)N(CC3CCCO3)CC(=O)N1[C@@H]1c3ccccc3OC[C@@H]1[C@@H]2c1ccccc1 (stereo partly drawn)	10	0.1	14	3	-14	-5	15	.	-15	1.7	-20
CN(CC(=O)Nc1ccc(F)cc1)C(=O)c1cccc(S(=O)(=O)N2CCN(c3ccc(F)cc3)CC2)c1	20	1.6	15	8	46	24	-18	3	34	-0.3	55
CCOC(=O)C1=C(COC(=O)c2ccc(OC)c(OC)c2OC)NC(=O)NC1C (stereo not drawn)	-8	-0.2	-3	-26	-13	-1	-11	5	-29	-0.1	-5
COC(=O)C1=C(C(=O)OC)[C@@H]2N(C)c3ccc(OC)cc3[C@@]23C[C@@H](C(=O)OC)N=C3N1	5	-0.1	0	1	-16	5	-2	-1	-9	-2.1	3
Cc1cc(C)n(-c2ccc(C(=O)OCC(=O)c3c(N)n(C)c(=O)n(C)c3=O)cc2)n1	13	0.4	-10	5	-1	-5	2	-2	-8	-0.4	11
COc1ccccc1C(=O)Nc1ccnn1C1CCN(C(=O)c2cnsn2)CC1	-30	0.2	23	-31	-32	-7	-14	4	0	-0.5	-2
CC(=O)c1c(C)[nH]c(C(=O)OCC(=O)NCc2ccc3c(c2)OCO3)c1C	9	-0.1	-6	2	0	-5	-16	0	0	1.6	7
Cc1cccc(C(=O)O[C@H]2[C@H](Cc3ccccc3)NS(=O)(=O)[C@H]3CC4C=C[C@]23O4)c1	8	0.1	33	-9	18	7	-12	.	12	7.6	24
Cc1ccc(S(=O)(=O)CCC(=O)OC2CC(C)OC2=O)cc1 (stereo not drawn)	-15	0.1	-16	-1	5	1	4	.	-8	-0.4	1
C#CCOCC1CNC(=S)O1 (stereo not drawn)	19	0.1	4	9	-12	.	10	.	12	-1.1	-2
COc1ccc2nc(SCC(=O)O)nc(C)c2c1	9	-0.2	-4	0	-20	11	10	-1	-4	-2.3	-6
CC(C)(C)NS(=O)(=O)c1ccc(N2C(=O)c3ccccc3C2=O)cc1	9	0.0	8	17	-3	2	-5	1	-7	-0.3	9
O=[N+]([O-])c1ccc(Nc2cccc3c2[nH]c2c(-c4ccccc4)nccc23)c([N+](=O)[O-])c1	12	0.1	-10	16	-13	-9	0	.	-2	7.7	10
COc1ccccc1-c1oc2ccccc2c1C#CC(C)(C)O	7	-0.3	0	18	-17	5	0	5	20	2.7	23
Cc1ccc(Nc2nnc(SCC(=O)Nc3cccc(S(=O)(=O)NC4=NCCCCC4)c3)s2)c(C)c1	4	-0.3	26	0	-11	13	0	-1	35	0.3	5
CCOC(=O)N1CCC(NCCNC(=O)c2cccc(F)c2)CC1	-1	-0.1	-18	-4	-26	4	2	0	2	-3.8	-38
Cc1ccc(NC(=O)COC(=O)CN2C(=O)COc3ccccc32)cc1	18	0.1	6	7	7	0	-2	1	3	-3.0	-16
CC(Cc1ccsc1)NC(=O)CCc1nnc(CCc2ccccc2)o1 (stereo not drawn)	3	-0.2	8	-6	-15	8	-2	-2	7	3.3	-7
Cc1cc(C)cc(C(=O)Nc2nnc(SCC(=O)NCC3CCCO3)s2)c1 (stereo not drawn)	6	5.8	14	28	-15	8	-14	2	-6	-0.4	14
Fc1ccccc1/C=N/n1cnnc1	10	0.0	2	-6	-19	-5	-1	0	-7	-0.4	-4
O=C1OC(c2ccccc2)C(O)=C1c1ccccc1 (stereo not drawn)	6	0.2	2	-10	-15	4	-11	.	11	-2.1	11
CCOC(=O)c1ccc(Oc2nc(N(C)C)nc(N(C)C)n2)cc1	19	0.6	6	1	-18	-4	2	-1	19	2.0	4
CCCC(=O)Nc1ccc2c(c1)nc(CN1CCN(C(=O)OCC)CC1)n2CC	13	-0.1	23	26	-21	19	-10	-3	25	-0.6	11
CC1(C)CC(=O)c2c(O)cc(OCC(=O)N3CCN(c4ccc(F)cc4)CC3)cc2O1	-4	1.2	-14	5	3	2	2	0	-8	0.6	8
CCCCN1C(=N)N([C@@H](CCC)CN2CCC[C@H]2CN2C(N)=NC[C@@H]2Cc2ccccc2)C[C@H]1Cc1ccccc1	8	0.1	-14	21	-2	-4	-1	.	8	-1.9	3
Cc1csc(SCC(=O)Nc2ccc(S(=O)(=O)N3CCCC3)cc2)n1	6	-0.1	-6	8	16	7	7	2	-8	2.6	3

# Bioassay records: PubChem, several laboratories
